Sm TGR block – qHTS Assay for the Inhibitors of Schistosoma Mansoni Peroxiredoxins; Schistosoma mansoni thioredoxin glutathione reductase (TGR), Q962Y6; purified TGR, DTNB reduction, TNB absorbance 405 nm; Potency, µM (series often up to 114 µM), for inactives: top-dose activity change, negative = inhibition, most hits filed as inhibitors; 360,000 tested, 3% active; AID 485364, 2010; note: potency is the fitted concentration of half-maximal effect; nearly all actives have a fitted effect of over 60% in size
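First, TGR (20 nM dispensed) and NADPH were mixed with compound. Second, a 15 min room-temperature incubation followed. Third, further NADPH and then DTNB were added to start the reaction. Finally, TNB absorbance was monitored kinetically.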
TbPYK inhibitor – qHTS of Trypanosoma Brucei Inhibitors | Potency, µM (doses to about 76.8 µM), without a hit: top-dose activity, negative = inhibition, usual class: inhibitors | AID 624173, 2012 | 410,000 tested, 0.12% active | TbPYK enzyme, Kinase-Glo Plus ATP luminescence, 45 min; note: potency is the fitted concentration of half-maximal effect; nearly all actives have a fitted effect of over 50% in size
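Assay buffer: 50 mM TEA pH 7.2, 100 mM KCl, 10 mM MgCl2, 0.05% BSA, 0.01% Tween-20. Pyruvate kinase from T. brucei plus substrate met compound, then ADP (130 uM final). Luminescence was read post 45 min RT.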
HCMV inh – qHTS Assay for inhibitors of the human cytomegalovirus (HCMV); HFF cells, HCMV-luciferase reporter, 72 h; hits give low values; activity change, negative = inhibition, % at 57.5 µM; 410,000 tested, 4.5% active; AID 1259415, 2018; in the data active = activity change below about -60%; inconclusive = no clear call, values can overlap the other calls; inactive = above about -39%
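Two-dose cell screen: HFF monolayers treated with compounds and infected with luciferase-expressing HCMV at 1 PFU/cell, 72 h at 37C, then lysed for luciferase measurement.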
AmpC inh no detg – qHTS Inhibitors of AmpC Beta-Lactamase (assay without detergent) | AID 485341, 2010 | 330,000 tested, 0.52% active | Potency, µM (top dose mostly 57.1 µM), for the others: at the top dose activity change, negative = inhibition, usual class: inhibitors | P00811 | AmpC nitrocefin hydrolysis, absorbance 480 nm, 0.0001% Triton;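 note: potency is the fitted concentration of half-maximal effect; plate controls were no compound for no effect and no enzyme for full effect; nearly all actives have a fitted effect of over 20% in size; some results filed as inactive show a strong effect at the top dose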
Target sequence (P00811 whole entry, looked up): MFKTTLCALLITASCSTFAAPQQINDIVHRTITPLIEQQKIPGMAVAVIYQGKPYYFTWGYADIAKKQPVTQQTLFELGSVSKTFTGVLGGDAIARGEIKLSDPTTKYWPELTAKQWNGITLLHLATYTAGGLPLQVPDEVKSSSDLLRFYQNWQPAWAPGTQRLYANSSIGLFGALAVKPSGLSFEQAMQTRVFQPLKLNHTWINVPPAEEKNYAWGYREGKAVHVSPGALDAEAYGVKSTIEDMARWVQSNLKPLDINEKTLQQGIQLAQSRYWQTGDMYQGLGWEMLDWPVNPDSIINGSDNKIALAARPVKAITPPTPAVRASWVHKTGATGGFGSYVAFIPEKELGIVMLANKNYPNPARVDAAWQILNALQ
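AmpC (5.3 nM in the dispensed reagent) in 20 mM phosphate pH 7.0 with 0.01% (detergent screen) or 0.0001% Triton X-100 was preincubated with compounds for 15 min at room temperature. Nitrocefin was then added from an 800 uM solution, and hydrolysis was followed at 480 nm.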
LmPK inhibitor – qHTS Assay for Inhibitors of Leishmania Mexicana Pyruvate Kinase (LmPK). Q27686. 290,000 tested, 0.37% active. purified LmPK, Kinase-Glo ATP luminescence, 1 h. Potency, µM (series often up to 57.5 µM), for inactives: at the top dose activity change, negative = inhibition, usual class: inhibitors; note: potency is the fitted concentration of half-maximal effect
Target sequence (Q27686 whole entry, looked up): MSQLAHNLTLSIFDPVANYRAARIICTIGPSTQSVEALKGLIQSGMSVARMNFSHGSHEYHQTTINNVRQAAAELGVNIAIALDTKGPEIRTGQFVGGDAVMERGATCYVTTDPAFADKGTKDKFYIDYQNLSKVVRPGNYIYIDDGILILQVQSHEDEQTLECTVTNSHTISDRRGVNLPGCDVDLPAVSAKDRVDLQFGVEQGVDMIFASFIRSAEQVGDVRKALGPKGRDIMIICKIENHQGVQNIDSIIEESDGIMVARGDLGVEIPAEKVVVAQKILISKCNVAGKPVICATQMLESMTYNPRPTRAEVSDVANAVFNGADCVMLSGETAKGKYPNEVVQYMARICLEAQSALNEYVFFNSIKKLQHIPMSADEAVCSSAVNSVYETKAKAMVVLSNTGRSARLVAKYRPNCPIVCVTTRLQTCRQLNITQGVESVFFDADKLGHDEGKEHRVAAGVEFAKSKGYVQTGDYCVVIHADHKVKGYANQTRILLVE
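Purified LmPK (0.1 nM) with 0.5 mM PEP and 0.1 mM ADP in imidazole buffer pH 7.2 with MgCl2/KCl, 1 h at room temperature. ATP formed was read by luciferase luminescence and normalized to no-enzyme and uninhibited controls.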
AMA1 RON2 block – qHTS for Inhibitors of AMA1-RON; Towards Development of Antimalarial Drug Lead: Primary Screen. AID 720542, 2013. Potency, µM (doses to about 58.2 µM), inactives show at the top dose activity change, negative = inhibition, actives largely listed as inhibitors. 360,000 tested, 0.2% active. AlphaScreen AMA1-biotinylated RON2 peptide binding;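 note: potency is the fitted concentration of half-maximal effect; 0% = vehicle wells and -100% = peptide control; nearly all actives have a fitted effect of over 45% in size; some results filed as inactive show a strong effect at the top dose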
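AMA1 (3D7) with his tag at 25 nM final met compounds first, then biotinylated RON2 peptide at 25 nM; detection used donor plus acceptor beads, 10 µg/mL apiece, read by AlphaScreen after 30 min at room temperature.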
AmpC detergent – qHTS Inhibitors of AmpC Beta-Lactamase (assay with detergent); P00811; 370,000 tested, 0.041% active; AmpC hydrolysis of nitrocefin, absorbance 480 nm, 0.01% Triton; AID 485294, 2010; Potency, µM (highest dose often 114 µM), for the others: at the top dose activity change, negative = inhibition, hits mostly inhibitors;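 note: potency is the fitted concentration of half-maximal effect; 0% = no-compound wells and -100% = no-enzyme wells; nearly all actives have a fitted effect of over 25% in size; some results filed as inactive show a strong effect at the top dose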
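20 mM phosphate pH 7.0 + 0.01% (detergent screen) or 0.0001% Triton X-100; 5.3 nM AmpC reagent; cpd preinc 15 min RT; nitrocefin (800 uM stock) to start; A480 q20 s × 4 min; Activity was normalised to no-enzyme and no-compound control wells.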
The depositor's hits bear a star; u = inconclusive; x = not tested or not shown; & = joins results of further samples; [ ] = remark or other dose. Unless noted, calls come from the whole dose curve; as a rule, active = well fitted curve in the direction sought with a large enough effect; inconclusive = small, poorly fitted or top-dose-only effect, or another doubt; inactive = no such curve, though single readings can be large; an effect the other way counts as inactive or inconclusive. Unless noted, % is set by controls: 0 for no effect and ±100 for the full control effect.

SMILES | Sm TGR block | TbPYK inhibitor | HCMV inh | AmpC inh no detg | LmPK inhibitor | AMA1 RON2 block | AmpC detergent
CCOc1ccc(OCC)c(NC(=O)c2c(C)nn(-c3ccccc3)c2-n2cccc2)c1 | -1% | -4% | -29 | x | x | x | 3%
COC(=O)c1ccc(NC(=O)c2c(NCc3ccc(C)o3)sc3c2CCCC3)cc1 | u | u | -2 | x | x | x | 9%
COc1ccc(Cl)c(CNC[C@H]2O[C@@H](n3cnc(C(N)=O)n3)[C@H](O)[C@@H]2O)c1 | x | 1% | -14 | x | x | -8% | x
CCCOc1ccc2c(=O)c(-c3cc(C(=O)OC)oc3C)c(C)oc2c1 | 5% | -4% | -8 | 61%[activator] | -2% | 18% | -6%
CCCOC(=O)c1cc2ccccc2oc1=O | -3% | 5% | -39 | -11% | -2% | -1% | 2%
CC(C)CN1CCN(Cc2cccc3c2OCO3)CC1CCO (stereo not given) | x | -1% | 20 | -11% | 0% | 11% | 6%
CN(C)c1ccc(/C=C/C(=O)c2cc(Cl)ccc2O)cc1 | u | 0% | -27 | -27% | -3% | 14µM* | 0%
c1ccc(-c2n[nH]c(-c3ccccn3)n2)nc1 | -10%&13% | -30%&-17% | 84&25 | -6%&-3% | 16µM* | u | u
CC(C)CNC(=O)C1Nc2ccc(OC(F)(F)F)cc2C2C=CCC12 (stereo not given) | x | u | -20 | x | x | 14% | x
CCCNC(=O)/C=C/c1ccc(C(C)C)cc1 | -2% | 1% | 22 | -28% | 1% | -6% | -11%
Nc1nc(NCc2ccco2)nc(NC2CCCCC2)c1[N+](=O)[O-] | 13% | -2% | 13 | -26% | -1% | 12% | 6%
CC(=O)N1c2ccc(S(=O)(=O)N3CCCC3)cc2CC1C(=O)NCc1ccc(N(C)C)cc1 (stereo not given) | -12% | 5% | -35 | 40% | -7% | 14% | -6%
COc1cccc(CNC(=O)c2cccn2-c2nnc(N3CCCC3)s2)c1 | 8% | 0%[15.4 µM] | 0 | x | x | x | 3%
S=C1N(c2ccccc2)CN(C2CCCCC2)CN1c1ccccc1 | 13% | 0% | -31 | -7% | 8% | 3% | -9%
CCN(Cc1nc2ccccc2c(=O)[nH]1)Cc1nc2ccsc2c(=O)[nH]1 | -2% | 1% | 21 | -18% | 9% | 145%[activator] | -5%
CC(C)NCC(O)c1ccc2ccccc2c1 (stereo not given) | -4% | -6%&4% | 32 | -10% | x | -5% | -14%
CCOc1ccc(Nc2nc3ccccc3n3cnnc23)cc1 | 0% | -13% | 5 | 63%[activator] | -3% | 16% | 3%
CC(C)CC(=O)N/C(N)=N/c1nc2ccccc2s1 | 4% | -2% | 22 | -30% | -12% | -2% | -1%
Cc1ccc(S(=O)(=O)N(CC(=O)NCc2ccco2)Cc2ccc(F)cc2)cc1 | 40µM* | -4% | -14 | -14% | 9% | -3% | u
O=C(NCc1ccc2c(c1)CCN2C(=O)c1ccccc1)c1cc2ccccc2[nH]1 | -2% | 4% | -6 | x | x | x | 3%
CNC(=S)N1CCC(Cc2ccccc2)CC1 | 7% | -12% | 0 | -3% | 10% | -7% | -3%
CCOC(=O)/C(C#N)=C/c1ccc(-c2ccccc2)o1 | -4% | 2% | 31 | x | x | x | 14%
O=C(C1CC(=O)N(C2CCCC2)C1)N1CCN(c2ccccc2)CC1 (stereo not given) | u | 0% | x | 43% | -7% | -1% | 5%
CNC(=O)c1ccc(Oc2ccc(C(=O)NC)cc2)cc1 | -24% | 2% | 12 | -1% | 4% | -5% | -12%
O=C(O)CSc1cc(C(F)(F)F)nc(-c2ccccn2)n1 | 4% | -4% | 13 | -20% | -2% | 0% | -2%
SMILES | Sm TGR block | TbPYK inhibitor | HCMV inh | AmpC inh no detg | LmPK inhibitor | AMA1 RON2 block | AmpC detergent
CS(=O)(=O)N(CC(=O)Nc1ccc(Br)cc1)c1ccccc1Br | 8% | 4% | -21 | x | x | x | -5%
CCCCCNCc1ccc(Cl)cc1 | 4% | -2% | u | -38% | 6% | -2% | -1%
CC1CC(C)CN(S(=O)(=O)N2CCCC(C(=O)NCCCN3CCCCC3C)C2)C1 (stereo not given) | 0% | 2% | -24 | 22% | 4% | -9% | -11%
O=S1(=O)N[C@@H](CC2=CCCCC2)C2CCCCC2O1 (stereo not given in full) | 0% | 1% | -13 | 101%[activator] | -1% | 5% | u
O=C(c1cc(-c2ccco2)nn1-c1cccc(Cl)c1)N1CCCCC1 | 7.1µM* | 10µM* | -8 | u | -25% | -9% | 3%
N#Cc1ccc(OCC(=O)N(C2CCCCC2)C2CCS(=O)(=O)C2)cc1 (stereo not given) | 1% | -4% | -14 | -14% | x | -10% | 1%
CC(C)(C)CC(C)(C)NC(=S)N1CCN(Cc2ccc3c(c2)OCO3)CC1 | 2% | -1% | -18 | -10% | -9% | 1% | 5%
COc1cc2c(cc1NC(=O)C(C)Sc1nc3ccccc3n1C)oc1ccccc12 (stereo not given) | 7% | -10% | 18 | -7% | 0% | -9% | -3%
COc1ccc(C(=O)Nc2ccc(Br)cc2F)cc1S(=O)(=O)N1CCCC1 | 3% | 8% | -24 | -5% | x | 3% | 0%
COc1cc(/C=C2/CCc3ccccc3C2=O)cc(OC)c1OC | -1% | 1% | u | 31% | -3% | u | -9%
Cc1ccc(N(CC(=O)NCc2ccc(F)cc2)C(=O)c2csnn2)cc1C | 0% | 7% | 6 | -1% | -5% | -4% | 6%
O=C1CN(C(=O)COC(=O)[C@@H]2CC(O)CN2S(=O)(=O)c2ccc(Cl)cc2)c2ccccc2N1 (stereo not given in full) | x | 4% | -17 | 52% | x | -7% | x
Cc1ccccc1-n1nnc2c(=O)oc3ccccc3c21 | -2% | -1% | -25 | -20% | 4% | 7% | -16%
O=c1oc(-c2ccc(Cl)cc2[N+](=O)[O-])nc2ccccc12 | x | 2% | 21 | x | x | -8% | x
COc1ccc(-c2coc3c2c(C)cc2oc(=O)c(C)c(C)c23)cc1 | 5% | 3% | 1 | x | x | x | 23%
Cc1ccc(Nc2nc(N3CCOCC3)nc(N3CCOCC3)n2)cc1C | 3% | 0% | 22 | 83%[activator] | -1% | -13% | -15%
COc1ccc(-c2nnc(-c3cccnc3)o2)cc1 | 12% | 1% | 42 | 2% | -6% | 4% | -6%
CCn1c(=O)c(CCC(=O)NCC2CCCO2)c(C)c2c(C)nn(-c3ccccc3)c21 (stereo not given) | 8% | -2% | -22 | 205%[activator] | 2% | 6% | 0%
CCOC(=O)c1c(/N=C/N(C)C)sc(C=O)c1-c1ccccc1 | -12% | 3% | u | 4% | 1% | -1% | 1%
Cc1ccc(CCNC(=O)C2CCN(S(=O)(=O)c3cccc4nsnc34)CC2)cc1 | -4% | 1% | -19 | -10% | 0% | -19% | -3%
Cc1[nH]c(=O)[nH]c(=O)c1S(=O)(=O)N1CCCC1 | -15% | -3% | 31 | -14% | -1% | -1% | -4%
COCCc1ncc(CN2CCCC(C(=O)Nc3cccc(-c4cccc(C)c4)c3)C2)cn1 (stereo not given) | -19% | -2% | 0 | 222%[activator] | -5% | 5% | -13%
O=C(O)CCn1c(-c2ccccc2)cc2ccccc21 | 65%[activator] | 3% | -14 | -25% | 9% | 9% | 2%
CCCCN(C(=O)NC(=O)Nc1nc2ccc(OC)cc2s1)S(C)(=O)=O | 2% | -21% | -6 | -19% | -19% | 0% | 1%
COCCN(C(=S)Nc1cc(C)cc(C)c1)C(C)c1cccnc1 (stereo not given) | 1% | 15% | -38 | 6% | 1% | -15% | 0%
SMILES | Sm TGR block | TbPYK inhibitor | HCMV inh | AmpC inh no detg | LmPK inhibitor | AMA1 RON2 block | AmpC detergent
O=C1CC(Nc2ccccc2)C(=O)N1c1ccc(N2CCOCC2)cc1 (stereo not given) | -33% | 2% | 2 | 2% | 2% | -16% | -6%
O=C1NN(c2ccc(F)cc2)C(=O)/C1=C/c1cccs1 | u | 3% | -29 | -18% | 4% | -5% | 5%
CCCCCCCOc1ccc(-c2ccc(C#N)cn2)cc1 | 6% | 9% | -33 | -27% | 1% | -11% | 1%
Nc1nc2nc(SCC(=O)N3CCCc4ccccc43)[nH]c2c(=O)[nH]1 | -5% | x | x | -14% | -1% | x | -4%
FC(F)(F)c1ccnc(Sc2n[nH]c(C(F)(F)F)n2)c1 | 8% | 0% | 2 | -29% | 0% | 8% | 1%
CN(CCc1ccccn1)S(=O)(=O)c1ccc(F)cc1 | 0% | 1% | -18 | -8% | -2% | -14% | -9%
COC(=O)c1cc2ccccc2c(-c2c(O)ccc3ccccc23)c1O | -2% | 9% | -32 | -27% | -2% | -16% | -10%
Brc1ccc(Oc2ncc(CN3CCOCC3)s2)cc1 | 0% | x | 28 | 21% | -2% | 11% | -7%
COC(=O)C1C2C=CC3(CN(Cc4cccs4)C(=O)C13)O2 (stereo not given) | 0% | -1% | 30 | -16% | -1% | 7% | 6%
COc1ccc(OC)c2sc(N3CCN(C(=O)c4ccco4)CC3)nc12 | 0% | 0% | -1 | x | x | x | -1%
CC(=O)Nc1ccc(NC(=O)COC(=O)c2ccc(S(=O)(=O)N(C)c3ccccc3)cc2)cc1 | x | 0% | -100* | x | x | -2% | x
Cc1nn(-c2ccccc2)c(N)c1C(O)(CC(=O)C(F)(F)F)C(F)(F)F (stereo not given) | 8% | 4% | -18 | -5% | -7% | -1% | -1%
Nc1cccc(P(=O)(c2ccccc2)c2ccccc2)c1 | -7% | 16% | 44 | 0% | -3% | 20% | u
CN1C(=O)CSc2ccc(NC(=O)Nc3ccccn3)cc21 | -19% | 4% | -16 | -31% | 7% | -6% | 5%

An excerpt of these results, with two lines to a compound.
Results follow in this order: Sm TGR block	TbPYK inhibitor	HCMV inh	AmpC inh no detg	LmPK inhibitor	AMA1 RON2 block	AmpC detergent
> Nc1nc2nc(SCC(=O)N3CCCc4ccccc43)[nH]c2c(=O)[nH]1
→ -5%	x	x	-14%	-1%	x	-4%
> FC(F)(F)c1ccnc(Sc2n[nH]c(C(F)(F)F)n2)c1
→ 8%	0%	2	-29%	0%	8%	1%
> CN(CCc1ccccn1)S(=O)(=O)c1ccc(F)cc1
→ 0%	1%	-18	-8%	-2%	-14%	-9%
> COC(=O)c1cc2ccccc2c(-c2c(O)ccc3ccccc23)c1O
→ -2%	9%	-32	-27%	-2%	-16%	-10%

Source: PubChem (National Center for Advancing Translational Sciences (NCATS))
